# Screens as filed in PubChem.
# FXIa inh = blocks human coagulation factor XIa protease activity. AID 798. inhibition, % at 5 µM. hit rate 0.14% among 220,000. purified FXIa, Boc-Glu-Ala-Arg-AMC fluorogenic substrate. P03951;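 active = inhibition of at least 40%; inactive = inhibition below 40%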;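 note: fluorescence of freed AMC excited at 355 nm; 0% = enzyme without compound and 100% = no enzyme blank; many of its hits are not listed in these tables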
# Hck-Nef inh = human Hck-Nef kinase inhibition. P08631. Recombinant Hck-YEEI plus Nef, Z-Lyte FRET kinase assay. inhibition, % at 20 µM. hit rate 0.68% among 220,000. AID 463187;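 active = Hck-Nef kinase inhibition above about 50%, limit read from the data; inactive = inhibition below that limit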;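 note: 0% = DMSO with Hck plus Nef and 100% = Hck alone without Nef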
# FXIIa inh 1536 = factor XIIa (human) inhibition. hit rate 0.3% among 220,000. purified FXIIa, Boc-QGR-AMC fluorogenic substrate, 2 h. P00748. inhibition, % at 5 µM; in the data active = inhibition above about 40%;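 note: 0% = enzyme with no compound and 100% = blank without enzyme; many of its hits are not listed in these tables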
# Target sequence (P00748 20-372 limits assumed): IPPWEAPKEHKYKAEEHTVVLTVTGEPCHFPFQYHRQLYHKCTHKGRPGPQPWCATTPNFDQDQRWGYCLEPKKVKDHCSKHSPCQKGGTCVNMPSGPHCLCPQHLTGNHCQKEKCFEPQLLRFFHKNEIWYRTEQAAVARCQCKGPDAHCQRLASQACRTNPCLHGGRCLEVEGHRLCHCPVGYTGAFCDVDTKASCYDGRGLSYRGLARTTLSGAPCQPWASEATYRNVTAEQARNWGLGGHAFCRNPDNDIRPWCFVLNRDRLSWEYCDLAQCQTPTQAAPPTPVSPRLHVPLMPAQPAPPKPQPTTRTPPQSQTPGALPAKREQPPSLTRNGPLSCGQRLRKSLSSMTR
# Target sequence (P00748 373-615 limits assumed): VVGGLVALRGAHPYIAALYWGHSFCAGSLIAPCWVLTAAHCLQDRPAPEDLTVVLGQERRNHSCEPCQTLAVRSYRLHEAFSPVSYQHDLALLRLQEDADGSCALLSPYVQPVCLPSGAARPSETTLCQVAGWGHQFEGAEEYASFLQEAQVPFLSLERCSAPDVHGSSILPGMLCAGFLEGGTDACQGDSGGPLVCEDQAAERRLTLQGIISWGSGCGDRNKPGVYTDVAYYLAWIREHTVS
# KLK5 inh = inhibitors of human kallikrein 5. recombinant hK5, fluorogenic AMC substrate cleavage. hit rate 0.59% among 210,000. Q9Y337. inhibition, % at 5 µM;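 active = inhibition of 40% or more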;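 note: 0% = enzyme controls without compound and 100% = no-enzyme blanks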
# Target sequence (Q9Y337 67-293 limits assumed): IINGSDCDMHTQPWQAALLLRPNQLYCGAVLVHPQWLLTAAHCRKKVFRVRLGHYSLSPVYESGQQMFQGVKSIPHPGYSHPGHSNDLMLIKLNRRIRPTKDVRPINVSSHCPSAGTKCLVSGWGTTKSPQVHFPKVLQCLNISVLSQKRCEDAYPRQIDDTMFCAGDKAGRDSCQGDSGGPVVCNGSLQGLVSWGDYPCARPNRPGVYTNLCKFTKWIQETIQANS
# 14-3-3 Bad PPI = disrupts binding of bovine 14-3-3 zeta to phospho-Bad peptide | inhibition, % at 21.7 µM | TR-FRET 14-3-3zeta/Dy647-pBad peptide displacement, 1 h | AID 781 | hit rate 0.71% among 220,000;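 active = inhibition above about 70%, limit read from the data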;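 note: 0% = full 14-3-3 plus peptide FRET controls and 100% = background without 14-3-3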
# Target sequence (P63103 whole entry, looked up): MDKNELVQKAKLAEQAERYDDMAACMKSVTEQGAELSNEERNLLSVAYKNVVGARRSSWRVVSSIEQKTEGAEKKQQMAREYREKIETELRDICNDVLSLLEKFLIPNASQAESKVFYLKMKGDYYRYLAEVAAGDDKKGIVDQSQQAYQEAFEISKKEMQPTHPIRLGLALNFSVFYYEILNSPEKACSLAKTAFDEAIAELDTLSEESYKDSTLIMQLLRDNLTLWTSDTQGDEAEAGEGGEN
# Wee1 stabilizer = blocks degradation of human Wee1 kinase. P30291. HeLa Luc-Wee1K328M stability, luciferase luminescence; 100% = proteasome inhibitor MG132 effect. reporter increase, % at 5 µM. hit rate 1.2% among 220,000;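 active = activation above the mean of all tested compounds plus 3 SD, set per screening run, cut at about 8.8% in these data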;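 note: cells exposed to compound for 20 h before luminescence read; 0% = DMSO alone and 100% = MG132 at 30 µM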
# Runt-CBFb FRET = Runt domain-CBFb interaction inhibition; Q01196+Q13951; Cerulean-Runt/Venus-CBFb FRET ratio 530/480, 1 h; inhibition, % at 20 µM; hit rate 0.46% among 220,000;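 active = inhibition over about 50% at 20 µM in the single-dose screen, limit read from the data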;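 note: 0% = DMSO wells and 100% = excess unlabeled CBFb competitor control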
#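 Assay system: Cerulean-Runt domain / Medium: Tris 50 mM pH 7.5, KCl, K2SO4, 0.01% BSA / Timing: protein complex preformed 1 h, compound exposure 1 h, room temperature, dark / Measured by: FRET, excitation 422 nm, emission at 530 and 480 nm / Evaluation: loss of energy transfer signal / Control set: 5 µM unlabeled CBFb as full-inhibition high control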
# Thrombin inh = inhibitors of human thrombin; hit rate 0.26% among 220,000; P00734; inhibition, % at 5 µM; alpha-thrombin, Boc-VPR-AMC fluorogenic substrate cleavage;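 active = inhibition at or above 40%; inactive = inhibition below 40%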;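 note: 0% = enzyme with no compound and 100% = wells without enzyme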
#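 Assay system: human alpha-thrombin enzyme. Reagent: Boc-VPR-AMC substrate, 15 µM final. Compound dosing: one concentration per compound, 5 µM, with 0.2% DMSO. Incubation: room-temperature reaction. Technique: AMC fluorescence, 355/460 nm. Measure: % inhibition relative to enzyme controls and enzyme-free blanks.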
# Runt-SMMHC FRET = inhibitors of human RUNX1 Runt domain binding to CBFb-SMMHC; Q01196+Q13951; Cerulean-Runt/Venus-CBFb-SMMHC FRET ratio 530/480, 1 h; inhibition, % at 20 µM; hit rate 0.74% among 220,000; AID 1434;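 active = mean inhibition across duplicate retests at 20 µM reaching about 50%, limit read from the data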;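 note: 0% = DMSO wells and 100% = wells with excess untagged CBFb-SMMHC; inhibitors lower the FRET ratio by blocking Runt binding to CBFb-SMMHC; some results filed as inactive read as strong as hits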
# Starred values were filed as active, the others as inactive; . = not tested or not shown; [ ] = remark or other dose.
SMILES,FXIa inh,Hck-Nef inh,FXIIa inh 1536,KLK5 inh,14-3-3 Bad PPI,Wee1 stabilizer,Runt-CBFb FRET,Thrombin inh,Runt-SMMHC FRET
Clc1ccc(OCCn2ccnc2)c(Br)c1,-3,1,3,-3,.,-2,2,1,2
O=C1c2ccccc2C(=O)N1Cc1cc(-c2ccccc2)no1,3,-1,-2,1,4,-2,2,2,-3
Cc1ccc(NC(=O)c2oc(=O)c3ccccc3c2-c2ccccc2)c(C)c1,18,2,6,-10,-9,1,-1,-3,-4
CCN(CC)S(=O)(=O)c1ccc2nnn(O)c2c1,-3,22,2,-4,-13,-1,0,5,-3
COc1ccc(C(=O)NN=C(Cc2ccccc2)Cc2ccccc2)cc1OC,4,-2,10,-12,7[fluorescence artefact?],0,-2,-9,1
CCOC(=O)Cn1nc(C)c(NC(=O)COc2ccc(C)c(C)c2)c1C,-1,18,11,-1,2,2,3,2,0
COc1cccc(NC(=O)C2CCCN2C(=O)OCc2ccccc2)c1 (stereo not drawn),1,-7,-1,-3,-11,-2,0,-12,-2
CN(C)c1ccc(NC(=S)NC(=O)/C=C/c2ccc(Cl)cc2)cc1,-3,1,10,-15,-8,2,4,1,-2
S=c1[nH]nc(-c2ccncc2)n1/N=C/c1cccc2ccccc12,9,0,15,-10,-12[fluorescence artefact?],-1,10,0,17
C(=N\Nc1nc2ccccc2[nH]1)/c1cccc2cccnc12,9,-4,1,-10,-9,-1,2,-3,-4
O=C(O)c1cc(S(=O)(=O)NCc2ccco2)c(Cl)cc1Cl,1,0,18,-16,24,-2,0,4,0
CCc1ccc(-c2nc(CN3CCC(C(=O)NCCN(CC)c4ccccc4)CC3)c(C)o2)cc1,1,1,20,-9,-15,-4,-3,-8,-7
COc1ccc(C)cc1NC(=O)C1CCCN(S(=O)(=O)c2cnc[nH]2)C1 (stereo not drawn),18,6,16,7,-3,2,0,11,-7
COCC1CCCN(Cc2cn(Cc3ccccc3)nc2-c2cc3ccccc3o2)C1 (stereo not drawn),-2,3,3,-6,-8,2,3,-5,-3
O=S(=O)(c1cccc2nsnc12)N1CCN(C/C=C/c2ccccc2)CC1,-9,-5,-6,-2,-2,11*,-4,-2,-1
COc1ccccc1NC(=O)c1ccc(S(=O)(=O)N2CCOCC2)cc1,0,1,15,-2,-9,-1,0,1,3
Cc1c(C(=O)OCC(=O)N2CC(=O)Nc3ccccc32)oc2ccccc12,4,-1,17,2,7[fluorescence artefact?],2,-1,4,1
OCCN1CCN(CC#CCC(c2ccccc2)c2ccccc2)CC1,4,4,9,-10,1,-3,0,-4,1
CN(C)c1ccc(/C=C2/SC(=O)N(CCN=C3NS(=O)(=O)c4ccccc43)C2=O)cc1,4,5,12,-10,1,3,-44,-10,-121
COc1cc([N+](=O)[O-])cc(/C=N/NC(=O)CSc2ccccn2)c1O,1,19,5,-13,-7,-2,1,-5,-6

# Reformatted: entries from further up.
S=c1[nH]nc(-c2ccncc2)n1/N=C/c1cccc2ccccc12
  FXIa inh: 9
  Hck-Nef inh: 0
  FXIIa inh 1536: 15
  KLK5 inh: -10
  14-3-3 Bad PPI: -12[fluorescence artefact?]
  Wee1 stabilizer: -1
  Runt-CBFb FRET: 10
  Thrombin inh: 0
  Runt-SMMHC FRET: 17
C(=N\Nc1nc2ccccc2[nH]1)/c1cccc2cccnc12
  FXIa inh: 9
  Hck-Nef inh: -4
  FXIIa inh 1536: 1
  KLK5 inh: -10
  14-3-3 Bad PPI: -9
  Wee1 stabilizer: -1
  Runt-CBFb FRET: 2
  Thrombin inh: -3
  Runt-SMMHC FRET: -4

# Additional records:
SMILES,FXIa inh,Hck-Nef inh,FXIIa inh 1536,KLK5 inh,14-3-3 Bad PPI,Wee1 stabilizer,Runt-CBFb FRET,Thrombin inh,Runt-SMMHC FRET
CCn1c(COc2cc(C)ccc2C(C)C)nnc1SCC(=O)Nc1nccs1,-5,21,4,-9,-7,11*,-6,-8,-6
CCOC(=O)N1CCN(C(=O)CCCn2c(=S)[nH]c3ccc(Br)cc3c2=O)CC1,-1,-15,-10,11,-9,-1,1,5,2
O=C(Nc1ccc(Br)cc1)c1ccccc1CC[N+](=O)[O-],2,-1,15,-35,-10,-1,0,-12,0
CCc1ccc(NC(=O)Cn2cnc3c(=O)n(C)c(=O)n(C)c32)cc1,-1,-8,5,-1,30,0,0,1,7
C/C(=N\NC(=O)c1nn(C)cc1Br)c1cccc(NC(=O)C2CCCC2)c1,4,-1,9,0,9,-2,-8,-3,-8
O=C(COC(=O)C1CCN(S(=O)(=O)c2ccc3c(c2)OCCO3)CC1)Nc1cc(C(F)(F)F)ccc1Cl,-3,2,-3,-6,69[fluorescence artefact?],-1,-1,-6,2
COc1ccc(S(=O)(=O)NCCSC(C)(C)C)cc1,2,-1,13,-2,10[fluorescence artefact?],0,-3,3,-2
CCOC(=O)c1cnc2c(-c3ccccc3OC)c(C)nn2c1C,-5,-8,3,-9,-4,-2,2,-3,3
O=C(CN1CCN(c2ccccc2F)CC1)Nc1nnc(C(F)(F)F)s1,1,6,8,-2,1,-2,-3,3,4
CCN(CC)S(=O)(=O)c1ccc(OC)c(NC(=O)c2cc([N+](=O)[O-])ccc2Cl)c1,3,0,8,-1,5,-1,2,-6,-1
Cc1ccc(NC(=S)/N=C(\N)Nc2nc(C)c3ccccc3n2)cc1C,1,-1,3,-15,2,0,-2,-7,2
CN1CCN(c2ccccc2NC(=O)c2ccc(OCc3ccccc3)cc2)CC1,2,4,9,3,4,-3,0,-1,-1
CCOc1ccc(CC(C(N)=O)C(N)=O)cc1CN(C)C,4,-2,9,-3,5[fluorescence artefact?],1,.,1,2
CC1CCCCC12NC(=S)N(c1ccccc1)N2 (stereo not drawn),-7,1,-4,-5,-4,1,32,-7,18
CCC(=O)N/N=C/c1ccc(-c2ccc([N+](=O)[O-])cc2)o1,-5,8,1,-3,-10,-3,8,-3,-14
O=C(c1cccnc1NCc1ccc(F)cc1)N1CCOCC1,25,1,26,-6,13[fluorescence artefact?],-1,-2,-5,1
CCOC(=O)Cc1ccc2sc(-c3ccccc3)nc2c1,8,2,-3,-14,4[fluorescence artefact?],5,-2,-11,0
CCOc1ccccc1-c1cc(C(=O)N/N=C/c2ccc(O)c(OC)c2)c2ccccc2n1,8,1,22,8,-15[fluorescence artefact?],4,-1,-1,-7
C=CCN1C(=O)N(c2ccc(Cl)cc2)C(=O)C1CC(=O)Nc1ccc(F)cc1 (stereo not drawn),0,15,9,2,-5,5,-1,-1,4
CC(=O)c1ccc(-n2nnnc2SCC(=O)N2CCc3ccccc3C2)cc1,-10,1,-4,6,-11,2,3,-6,4
O=C(COC(=O)CCCCCN=C1NS(=O)(=O)c2ccccc21)Nc1ccc(Cl)c(Cl)c1,-11,-1,-3,-4,4,-3,0,-9,4
COc1ccc(CCn2c(O)c(C=Nc3cccc(F)c3)c(=O)[nH]c2=O)cc1OC,1,24,3,1,3,0,-6,-7,0
Cc1cccc(NC(=O)C2(C)CC3c4ccccc4C2c2ccccc23)c1 (stereo not drawn),-7,3,5,4,-2,2,0,-6,8
COCCSc1ccccc1C(=O)NCc1ccco1,4,1,-5,4,-5,1,3,-19,1
O=c1c(C/C=C/c2ccccc2)c(O)ccn1Cc1ccc(Cl)cc1Cl,-6,-4,-1,-11,1,7,0,-4,2
COc1cccc(CN2CCN(c3nc4nonc4nc3NC3CC3)CC2)c1,-4,19,10,-16,-14,-2,-2,0,-2
CCCOc1ccc(N2C(=O)CC(SC(=NCC)Nc3cccc(F)c3)C2=O)cc1 (stereo not drawn),-1,3,9,-10,-4[fluorescence artefact?],-1,-5,-2,-11
O=C(Oc1ccc(C(=S)N2CCOCC2)cc1Br)c1ccccc1F,0,5,6,-13,11,-1,14,-4,4
COc1ccc(/C=C/C(=O)OCC(=O)Nc2ccc(Cl)cc2F)cc1S(=O)(=O)N1CCOCC1,5,2,8,-16,-7,2,-6,-1,-12
CCOc1ccc(N(CC(=O)Nc2ccccc2)S(C)(=O)=O)cc1,4,-1,9,1,21[fluorescence artefact?],2,-1,0,4
Cc1cc(C)n(C(=O)Cn2nc(C(F)F)cc2C)n1,4,3,7,-13,-4,-1,1,0,4
O=C(O)CNS(=O)(=O)c1cccc2nsnc12,-4,0,-14,-14,3,-1,0,-9,-1
CCOC(=O)c1ccc(NC(=O)CCc2nc(-c3cccc(C)c3)no2)cc1,20,1,13,-11,7,-2,-2,0,0
COCC(C)n1c(COc2ccccc2F)nnc1SCC(=O)c1c(N)n(C)c(=O)n(C)c1=O (stereo not drawn),-1,6,6,3,-6,1,0,-5,0
COc1ccc(C(C)NC(=O)c2ccc(Cl)cc2)cc1OC (stereo not drawn),0,4,3,-9,6,-3,-1,-6,4
CCN(CC)C(=O)C(=O)c1cccn1-c1ccccc1C#N,3,2,8,-4,.,1,0,2,3
COc1ccc(-c2cn3c(C)c(C(=O)Nc4cccc(NC(C)=O)c4)sc3n2)cc1,7,1,23,-8,3,3,-4,5,-7
CC(=O)Nc1ccc(C(=O)OCc2ccccc2Cl)cc1,7,0,9,0,12[fluorescence artefact?],1,-1,-2,-4

# Compounds listed so far that contain fluorine:
SMILES,FXIa inh,Hck-Nef inh,FXIIa inh 1536,KLK5 inh,14-3-3 Bad PPI,Wee1 stabilizer,Runt-CBFb FRET,Thrombin inh,Runt-SMMHC FRET
O=C(COC(=O)C1CCN(S(=O)(=O)c2ccc3c(c2)OCCO3)CC1)Nc1cc(C(F)(F)F)ccc1Cl,-3,2,-3,-6,69[fluorescence artefact?],-1,-1,-6,2
O=C(CN1CCN(c2ccccc2F)CC1)Nc1nnc(C(F)(F)F)s1,1,6,8,-2,1,-2,-3,3,4
O=C(c1cccnc1NCc1ccc(F)cc1)N1CCOCC1,25,1,26,-6,13[fluorescence artefact?],-1,-2,-5,1
C=CCN1C(=O)N(c2ccc(Cl)cc2)C(=O)C1CC(=O)Nc1ccc(F)cc1 (stereo not drawn),0,15,9,2,-5,5,-1,-1,4
COc1ccc(CCn2c(O)c(C=Nc3cccc(F)c3)c(=O)[nH]c2=O)cc1OC,1,24,3,1,3,0,-6,-7,0
CCCOc1ccc(N2C(=O)CC(SC(=NCC)Nc3cccc(F)c3)C2=O)cc1 (stereo not drawn),-1,3,9,-10,-4[fluorescence artefact?],-1,-5,-2,-11
O=C(Oc1ccc(C(=S)N2CCOCC2)cc1Br)c1ccccc1F,0,5,6,-13,11,-1,14,-4,4
COc1ccc(/C=C/C(=O)OCC(=O)Nc2ccc(Cl)cc2F)cc1S(=O)(=O)N1CCOCC1,5,2,8,-16,-7,2,-6,-1,-12
Cc1cc(C)n(C(=O)Cn2nc(C(F)F)cc2C)n1,4,3,7,-13,-4,-1,1,0,4
COCC(C)n1c(COc2ccccc2F)nnc1SCC(=O)c1c(N)n(C)c(=O)n(C)c1=O (stereo not drawn),-1,6,6,3,-6,1,0,-5,0

# This is a random part of the collection (roughly 4.2% active in at least one column).
